NOD2 RIPK2 PPI: inhibitors of human NOD2-RIPK2 interaction; inhibition, % at 4.98 µM; 360,000 tested, 0.38% active; CHO BLA complementation NOD2-RIPK2, CCF4 ratio; AID 624267; in the data active means inhibition above about 21%;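 further: 0% = vehicle only and 100% = reference blocker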
Target sequence (O43353 whole entry, looked up): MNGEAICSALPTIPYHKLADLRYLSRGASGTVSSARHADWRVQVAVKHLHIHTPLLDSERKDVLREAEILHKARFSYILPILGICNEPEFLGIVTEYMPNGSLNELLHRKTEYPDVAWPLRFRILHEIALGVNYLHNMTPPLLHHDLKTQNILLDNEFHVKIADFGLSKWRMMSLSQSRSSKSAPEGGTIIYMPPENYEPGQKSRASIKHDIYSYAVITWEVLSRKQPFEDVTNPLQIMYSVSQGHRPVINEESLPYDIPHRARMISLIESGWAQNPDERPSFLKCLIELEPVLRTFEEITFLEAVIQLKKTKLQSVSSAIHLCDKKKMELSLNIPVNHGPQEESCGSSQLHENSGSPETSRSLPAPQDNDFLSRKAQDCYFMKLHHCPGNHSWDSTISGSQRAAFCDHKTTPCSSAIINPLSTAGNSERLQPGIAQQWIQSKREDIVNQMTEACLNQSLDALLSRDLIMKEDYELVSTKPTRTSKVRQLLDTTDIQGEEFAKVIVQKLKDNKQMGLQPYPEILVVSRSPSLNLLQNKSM
COUP-TFII inh: NR2F2 (human) inhibition, primary screen | P24468 | HEK293T NGFI-A luciferase reporter, luminescence | inhibition, % at 8.6 µM | 370,000 tested, 0.7% active | AID 686940;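 active means inhibition above a per-plate cutoff, mean inhibition of test wells between control levels plus 3 SD, cut at about 38% in these data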;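 further: cells cotransfected with COUP-TFII expression vector driving the NGFI-A reporter; 0% = median of COUP-TF2 test wells and 100% = reporter-only cells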
Target sequence (P24468 whole entry, looked up): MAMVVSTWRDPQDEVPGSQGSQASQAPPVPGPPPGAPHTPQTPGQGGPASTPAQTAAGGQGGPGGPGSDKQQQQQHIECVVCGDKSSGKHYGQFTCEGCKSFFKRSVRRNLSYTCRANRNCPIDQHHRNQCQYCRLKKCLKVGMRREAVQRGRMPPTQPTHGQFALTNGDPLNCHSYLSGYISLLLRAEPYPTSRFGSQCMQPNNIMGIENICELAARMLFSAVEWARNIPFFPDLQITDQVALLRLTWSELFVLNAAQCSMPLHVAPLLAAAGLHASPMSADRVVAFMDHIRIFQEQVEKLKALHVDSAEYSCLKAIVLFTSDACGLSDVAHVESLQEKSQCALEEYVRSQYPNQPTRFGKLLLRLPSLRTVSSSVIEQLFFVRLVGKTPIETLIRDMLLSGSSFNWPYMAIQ
SRC1 inh: inhibitors of human steroid receptor coactivator 1 (SRC1); 360,000 tested, 0.12% active; Q15788; HEK293 GAL4-SRC1 luciferase reporter, luminescence; inhibition, % at 3.6 µM;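 active means inhibition above the campaign mean plus 3 SD, with each screening campaign given its own cutoff, cut at about 60% in these data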;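 further: 0% = DMSO treated cells and 100% = gossypol at 36 µM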
TROY signal inh: blocks TROY-dependent signaling in reporter cells; Q293 LMP1-TROYcd NF-kB luciferase reporter, 4 h; inhibition, % at 10 µM; 360,000 tested, 0.98% active;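 active means compounds whose plate-normalised and pattern-corrected inhibition of the luciferase reporter signal at the single screening dose is 50% or more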
TLR9-MyD88 block: inhibitors of human TLR9-MyD88 binding | Q9NR96+Q99836 | CHO BLA complementation TLR9-MyD88, CCF4 FRET ratio | inhibition, % at 4.98 µM | 340,000 tested, 0.21% active | AID 504734;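 active means inhibition above the mean over all tested compounds plus 3 SD, cut at about 21% in these data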;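 further: 0% = DMSO only wells and 100% = clavulanate BLA inhibitor control wells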
NCOA2 inhibitor: human SRC2 (NCOA2) inhibition; Q15596; HEK293 GAL4-SRC2 luciferase reporter, luminescence; inhibition, % at 9 µM; 370,000 tested, 0.17% active; AID 651957;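 active means inhibition above the mean inhibition of all tested compounds plus 3 SD, set per campaign, cut at about 52% in these data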;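 further: 0% = DMSO treated cells and 100% = cells given Gossypol at 36 µM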
NCOA3 inh: inhibits human SRC3 coactivator. Q9Y6Q9. HEK293 GAL4-SRC3 luciferase reporter, luminescence. inhibition, % at 3.6 µM. 360,000 tested, 0.17% active. AID 588352;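 active means inhibition above a per-campaign cutoff, the mean of all compounds plus 3 SD, cut at about 60% in these data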;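 further: 0% = DMSO-treated cells and 100% = gossypol-treated cells at 36 µM; higher means less SRC3-driven luciferase light from the GAL4 reporter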
TWEAK Fn14 block: inhibitors of TWEAK-Fn14 interaction signaling. 360,000 tested, 2% active. AID 1159606. inhibition, % at 10 µM. TWEAK-stimulated Fn14 reporter cells, luciferase luminescence, 8 h; in the data active means inhibition above about 50%
LRH-1 inv ag: inverse agonists of human LRH-1 (NR5A2); HEK293T StAR-luciferase reporter, LRH-1 transfected, 24 h; inhibition, % at 3.6 µM; 360,000 tested, 0.13% active; AID 602396;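 active means inhibition above the mean inhibition of all tested compounds plus 3 SD, cut at about 73% in these data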;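 further: 0% = DMSO wells and 100% = reporter-only cells lacking LRH-1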
C8 TRAIL sens: sensitizes caspase-8 expressing cells to TRAIL; NB7+C8 cells + TRAIL, ATPlite viability luminescence; inhibition (viability loss, TRAIL sensitization), % at 10 µM; 360,000 tested, 1% active; AID 624354;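 active means compounds causing at least 50% loss of cell viability in the single-dose screen, relative to plate controls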
EBV LMP1 NFkB: inhibitors of Epstein-Barr LMP1-induced NF-kappaB reporter; 350,000 tested, 0.69% active; AID 504558; LMP1-induced NF-kappaB luciferase reporter cells, luminescence; inhibition, % at 12.5 µM; in the data active means inhibition above about 41%;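 further: 0% = neutral control wells and 100% = reference inhibitor control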
* hit, by the source's call; · = no result given. Some of the compounds tested. The share of hits here may be higher or lower than overall.

cpd	Molecule	NOD2 RIPK2 PPI	COUP-TFII inh	SRC1 inh	TROY signal inh	TLR9-MyD88 block	NCOA2 inhibitor	NCOA3 inh	TWEAK Fn14 block	LRH-1 inv ag	C8 TRAIL sens	EBV LMP1 NFkB
1	C=CCOc1ccc(CN(C)CC(O)COc2ccc(CCC(C)=O)cc2)cc1 (stereo unspecified)	-1.2	3.5	5.4	6.2	5.8	-23.7	16.8	55.1*	8.6	11.3	3.0
2	CCN1CCN(C(=S)Nc2ccsc2C(=O)OC)CC1	-0.5	-3.4	11.2	2.7	-3.9	10.8	7.5	-4.4	3.9	-13.1	2.2
3	O=C(NNC(=O)C1CCN(Cc2ccccc2)CC1)c1cccc(Cl)c1	-9.7	-6.8	5.0	4.3	-5.3	-2.7	-3.7	2.9	-6.2	-5.6	-1.4
4	CNC(C)C(=O)NC(C(=O)NC(C)C(=O)Nc1cccc2ccccc12)C(C)C (stereo unspecified)	-24.7	-23.1	-19.0	-2.0	·	-13.4	-15.6	16.1	0.9	0.7	·
5	CCCN1CCC(NC(=O)CCc2nnc(-c3ccccc3)o2)CC1	-0.7	-1.2	-2.6	-23.9	-4.9	0.0	8.7	2.6	11.6	-1.9	-7.1
6	CCc1nnc(NS(=O)(=O)c2ccc(NC(=O)c3ccc(S(=O)(=O)N(CC)CC)cc3)cc2)s1	0.0	-0.2	-5.7	-4.2	4.0	-11.2	8.4	-6.3	-36.0	-6.5	-1.2
7	COc1ccc(C(=O)COC(=O)[C@@H](NS(=O)(=O)c2ccccc2)C(C)C)cc1	3.6	1.4	6.5	-22.7	-12.3	-8.1	11.8	-7.6	5.7	-6.9	-1.6
8	COc1ccccc1C(=O)Nc1ccc(Oc2nnc(-c3ccc(C)cc3)c3ccccc23)cc1	-4.4	0.6	16.2	-5.3	-0.8	-22.3	8.7	-6.8	12.1	-7.8	5.7
9	Cc1ccccc1OCCNC(=O)CNC(=O)c1ccccc1O	2.2	·	9.1	-6.8	-8.3	·	3.5	2.5	12.6	0.1	-5.1
10	O=S(=O)(c1cc(Cl)ccc1Cl)N1CCNCC1	-5.4	5.8	-14.2	-8.3	5.6	9.1	1.2	-6.4	-13.9	15.4	6.6
11	CC(=O)Nc1sc(-c2ccc(Cl)cc2)nc1-c1ccccc1	-6.6	-12.2	14.5	-3.5	1.7	-11.5	21.7	-3.9	10.6	-5.4	-1.3
12	O=C(OCCNc1nc(-c2ccccc2)nc2ccccc12)c1ccncc1	-5.1	-4.4	-4.7	3.5	-7.5	3.3	-6.7	6.0	14.1	2.1	-6.3
13	CC(C)CCC(O)(CCC(C)C)C(=O)NN1CCCCC1	-11.6	-16.3	-10.0	-44.8	4.3	3.0	27.4	-8.2	19.0	-3.8	-17.0
14	C=CCn1c(/N=C/c2ccc3c(c2)OCO3)nc2ccccc21	-12.5	-24.9	6.1	21.1	-8.9	-13.7	-11.2	1.9	-9.9	-1.8	-4.9
15	CCNc1ccc(S(=O)(=O)N(C)C)cc1NCC(=O)Nc1ccccc1Cl	3.6	4.7	-2.9	3.6	3.6	29.9	10.0	8.2	-0.5	-0.1	6.5
16	O=C(COc1cc2oc(=O)cc(-c3ccccc3)c2cc1Cl)NCC1CCC(C(=O)O)CC1 (stereo unspecified)	-1.8	12.1	-18.3	1.0	1.4	7.6	8.4	-5.2	6.2	-7.2	0.6
17	O=C(NCCCN1CCOCC1)C(=O)N/N=C/c1ccccc1Cl	-2.6	6.4	-3.5	-28.5	-17.1	-24.3	4.3	0.9	1.3	-9.4	3.1
18	CCOc1ccc(S(=O)(=O)NCCC(=O)OCC(=O)c2ccc(NC(C)=O)cc2)cc1	-0.2	-2.7	-6.8	-0.7	8.9	6.6	5.1	-2.6	-9.4	-1.1	0.0
19	Cc1ccc(NC(=O)C(NC2CCCc3ccccc32)c2ccccc2)cc1Cl (stereo unspecified)	-4.2	-0.3	7.0	-16.1	3.1	4.9	7.6	2.4	3.0	6.0	0.5
20	c1ccc(Oc2ccc(-c3ccn[nH]3)cc2)cc1	3.5	-16.4	-63.3	-37.6	2.5	-46.6	-52.5	-6.0	-56.3	-0.4	-20.6
21	CCc1nc2ccccc2c(C(=O)OCC(=O)Nc2ccc(NC(C)=O)cc2)c1C	3.7	15.7	-1.2	20.0	-6.9	19.2	26.9	-7.6	31.9	4.3	12.9
22	COc1cccc(CNc2ccc3c(c2)nc(C)n3C)c1OC	-2.0	-36.5	-40.4	-28.2	-4.4	-59.3	-28.3	0.2	-15.8	-0.5	-10.9
23	Cc1cc(C)c(NC(=O)c2cccc3c2C(=O)N(C2CCCCC2)C3)c(C)c1	-6.2	·	11.2	29.2	-18.7	·	-9.0	-17.4	14.6	-27.8	3.0
24	Cc1cccc(-n2c(C)cc(C(=S)N3CCOCC3)c2C)c1C	-7.6	7.4	-1.7	-2.5	-2.1	3.2	4.0	-22.1	-8.2	-6.6	-2.3
25	Cc1c(NC(=O)c2cccc(F)c2)c(=O)n(-c2ccccc2)n1C	-2.5	-9.4	7.3	-7.4	2.7	4.6	0.2	1.2	-5.6	15.3	-7.5
26	Nc1c(NC=O)c(=O)n(Cc2ccccc2)c(=O)n1Cc1ccccc1	0.5	18.4	-0.6	6.1	5.5	-15.5	3.2	-6.4	-15.2	5.9	3.9
27	CCOC1=C2[C@@H](CN(S(=O)(=O)c3ccc(C)cc3)[C@H]2c2cccs2)[C@H]2C(=O)N(c3ccccc3)C(=O)[C@H]2C1	-8.4	-14.6	7.5	2.0	·	-2.9	-10.7	10.2	-10.1	-11.8	·
28	CCN(C(=O)COC(=O)c1c(C)c(-c2ccccc2)nc2ccccc12)C1CCS(=O)(=O)C1 (stereo unspecified)	-0.9	-39.0	-15.3	-16.3	4.5	13.7	2.5	-29.6	-3.4	8.9	-16.2
29	O=c1[nH]c2cc([N+](=O)[O-])ccc2c2cc(Br)ccc12	-6.6	-12.7	-21.0	-12.8	-0.3	4.5	-2.4	-54.3	-1.4	-23.2	-3.7
30	CCCNC(=O)C1CCN(S(=O)(=O)c2c(C)noc2/C=C\c2ccc(OC)cc2)CC1	-11.6	4.7	6.0	-4.4	3.4	-19.4	0.5	9.6	-1.9	1.7	-6.4

Following part
cpd	Molecule	NOD2 RIPK2 PPI	COUP-TFII inh	SRC1 inh	TROY signal inh	TLR9-MyD88 block	NCOA2 inhibitor	NCOA3 inh	TWEAK Fn14 block	LRH-1 inv ag	C8 TRAIL sens	EBV LMP1 NFkB
31	O=C1NC(=Nc2cccc(O)c2)S/C1=C\c1cccc([N+](=O)[O-])c1	-11.6	-15.2	-1.1	-18.2	5.1	-30.2	4.9	-0.2	2.8	-6.9	4.1
32	COc1cc(CCN(C(=O)c2cccc(S(C)(=O)=O)c2)C(CCc2ccccc2)c2nc3ccccc3[nH]2)cc(OC)c1 (stereo unspecified)	-1.0	10.6	9.4	9.1	·	5.5	13.6	-27.5	15.8	-25.3	·
33	Cc1cc(Br)c(S(=O)(=O)NCc2cccnc2)cc1C	-0.2	-7.8	17.2	3.8	-4.4	17.6	4.4	-2.9	6.6	0.5	4.5
34	CCC(=O)N1CCc2cc(S(=O)(=O)CCC(=O)O)ccc21	-2.6	1.7	-0.6	-4.1	-6.8	-47.2	-8.9	-4.7	12.2	-12.7	-13.3
35	NC1=CC(=O)C(=O)c2cccnc21	-0.9	9.1	-1.9	-15.9	-3.3	-1.2	26.3	-3.4	47.1	29.9	12.1
36	CC(C)CC(CO)N1CCN(C(=O)c2ccc(Cl)c(Cl)c2)CCC1=O (stereo unspecified)	-3.9	1.9	7.7	6.7	1.1	0.2	20.0	6.5	1.0	-6.9	-8.5
37	Cc1nnnn1/C(=C\c1ccccc1)C(=O)OCC(=O)NC1CCCCC1	-0.3	25.3	-2.4	23.9	6.7	11.0	10.9	57.0*	-4.2	-2.4	-4.2
38	CCOC(=O)C1=C(CSCc2ccccc2)NC(=O)NC1c1cc(C)ccc1C (stereo unspecified)	4.8	2.8	-5.9	3.8	2.1	10.8	13.9	-2.9	-5.0	17.0	7.4
39	COc1ccc(N2CCN(C(=O)C(=O)c3cccc([N+](=O)[O-])c3)CC2)cc1	-4.3	-2.8	·	·	·	12.3	·	·	-8.2	0.6	·
40	Cc1nc2ccc(N)cc2c(=O)n1Cc1ccc(Cl)cc1	6.3	-5.9	-19.1	9.3	-15.7	-33.0	-12.1	-25.0	-8.4	-8.6	-4.1
41	Cc1cc(C)c(S(=O)(=O)c2cccc(Br)c2C)c(Cl)n1	-1.0	13.2	-38.8	-4.8	-16.0	1.6	5.3	13.7	-0.1	-8.0	1.0
42	O=C(NNC(=O)c1cccc(Cl)c1)NNC(=O)c1cccc(Cl)c1	-12.8	-3.3	-3.1	-10.4	-5.4	13.6	-9.8	-16.3	-18.0	-2.6	-4.7
43	O=S(=O)(NC1=NCCC1)c1cccc(NS(=O)(=O)c2ccc(F)c(Cl)c2)c1	-0.1	-3.5	-8.8	1.3	9.4	11.8	4.1	-6.0	-4.8	0.0	-2.6
44	Cc1oc(-c2cccs2)nc1CN1CCN(C(C)C)C(CCO)C1 (stereo unspecified)	-7.8	-5.9	-0.1	-13.9	-12.8	7.7	11.4	-8.7	3.4	3.5	0.0
45	CC(=O)N[C@H]1C(O)O[C@H](CO)[C@@H](O)[C@@H]1O (stereo partly specified)	-15.3	1.0	0.6	5.8	5.2	2.9	-6.4	-7.0	-1.2	1.4	-3.2
46	COc1ccc(CNC(=O)C(=O)NCC2CCCN2S(=O)(=O)c2cccs2)cc1 (stereo unspecified)	-1.2	1.8	-17.5	-5.4	0.0	-12.8	14.2	12.6	-2.0	3.3	4.6
47	Cc1cc2c(cc1S(=O)(=O)Nc1cccc(F)c1)n(C)c(=O)c(=O)n2C	-2.2	3.8	5.6	-1.1	1.9	12.4	24.2	0.9	26.1	-1.3	-11.7
48	Cc1cccc(N(C(=O)c2ccc(Cl)cc2)C2CS(=O)(=O)CC2OC(=O)c2ccc(Cl)cc2)c1 (stereo unspecified)	6.5	7.2	13.3	-23.1	10.8	-3.8	-2.6	10.5	-7.5	10.2	-4.8
49	Cc1ccc2c(c1)C1CN(C)CCC1N2S(=O)(=O)c1ccc(Oc2ccc([N+](=O)[O-])cc2)cc1 (stereo unspecified)	1.3	-3.4	9.5	16.9	1.5	-14.8	14.2	-3.4	-10.3	2.6	-13.0
50	CCOC(=O)C(C(=O)OCC)C(Nc1cccc(Br)c1)c1ccccc1 (stereo unspecified)	4.6	-8.3	3.6	18.1	-10.7	37.0	32.5	70.8*	3.2	2.2	-7.4
51	COc1ccc(-c2coc3cc(OC)ccc3c2=O)cc1	-19.6	-68.4	-102.4	-44.5	-8.9	-50.5	-62.0	-3.8	-132.1	32.1	-22.0
52	COc1ccccc1C(=O)NCCC(=O)NCC(c1ccccc1OC)N1CCCC1 (stereo unspecified)	-6.1	-5.4	-7.4	-14.3	1.1	1.3	1.1	6.4	2.5	-13.1	-2.5
53	CCCCNC(=O)[C@H](CSCc1ccccc1)N1Cc2ccccc2C1=O	1.5	19.1	8.4	-8.8	-7.4	-31.3	10.7	23.2	7.3	-0.1	2.0
54	CC(=O)c1ccc(N2CCN(C(=O)c3noc4c3CSc3ccccc3-4)CC2)cc1	3.9	-4.1	-29.0	23.3	6.0	-38.9	-3.3	6.5	-17.2	-9.5	1.7

High-throughput results from PubChem BioAssay.
